IDH1 R132H inh – inhibitors of IDH1 R132H reductase, primary screen, biochemical, plate reader, single point; diaphorase/resazurin fluorescence, 60 min; hit rate 0.18% among 70,000; inhibition, % at 10 µM; Isocitrate dehydrogenase [NADP] cytoplasmic (Homo sapiens), O75874; in the data active means inhibition above about 34%;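 further: 0% = DMSO and 100% = no enzyme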
PRC2 inh – EZH2/PRC2 methyltransferase inhibitors, primary screen, biochemical, DELFIA time-resolved fluorescence, single point | hit rate 0.35% among 57,000 | PRC2 H3K27 methylation, DELFIA TRF, 1 h | inhibition, % at 12.5 µM | AID 651548, 2012 | Histone-lysine N-methyltransferase EZH2 (Homo sapiens), Q15910;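 active means mean inhibition of replicates at least 50% and every single replicate also reaching 50%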;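 further: dimethyl H3K27 on biotinylated H3 21-44 peptide detected by antibody; plate controls were median neutral control wells for no effect and median positive control wells for full effect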
Target sequence (Q15910 whole entry, looked up): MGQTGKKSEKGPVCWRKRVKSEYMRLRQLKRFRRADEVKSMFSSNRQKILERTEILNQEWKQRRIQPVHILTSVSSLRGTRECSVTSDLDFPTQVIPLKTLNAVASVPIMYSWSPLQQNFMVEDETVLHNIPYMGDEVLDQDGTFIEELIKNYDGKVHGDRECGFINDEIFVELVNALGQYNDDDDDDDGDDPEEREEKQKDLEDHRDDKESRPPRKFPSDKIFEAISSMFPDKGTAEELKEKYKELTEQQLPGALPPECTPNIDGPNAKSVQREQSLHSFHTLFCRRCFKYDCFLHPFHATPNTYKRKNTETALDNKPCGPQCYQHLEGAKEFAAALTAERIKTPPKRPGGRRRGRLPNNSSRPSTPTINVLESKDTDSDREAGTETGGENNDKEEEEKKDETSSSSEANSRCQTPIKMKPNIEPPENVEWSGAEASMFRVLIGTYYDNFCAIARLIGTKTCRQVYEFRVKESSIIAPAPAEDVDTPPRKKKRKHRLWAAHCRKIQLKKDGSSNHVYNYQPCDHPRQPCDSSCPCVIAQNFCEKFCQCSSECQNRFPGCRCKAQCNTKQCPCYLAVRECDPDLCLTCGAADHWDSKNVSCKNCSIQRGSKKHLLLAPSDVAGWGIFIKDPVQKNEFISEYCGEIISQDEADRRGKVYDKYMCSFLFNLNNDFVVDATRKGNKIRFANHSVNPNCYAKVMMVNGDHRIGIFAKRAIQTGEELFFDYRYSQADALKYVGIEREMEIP
Numbers without * were called inactive; / = not tested or not shown; & = joins results of further samples.

SMILES	IDH1 R132H inh	PRC2 inh
Cc1ccc(-c2nnc(SCc3ccccc3C#N)n2-c2ccccc2)cc1Cl	0.4	16.6
C[C@@H]1CN([C@@H](C)CO)C(=O)c2cc(NC(=O)CCC(F)(F)F)ccc2O[C@@H](C)CCCCO[C@@H]1CN(C)C(=O)Cc1ccccc1	2.9	/
O=C(C[C@H]1C[C@H]2c3cc(NC(=O)c4ccc5c(c4)OCO5)ccc3O[C@H]2[C@@H](CO)O1)NCc1cccnc1	-0.4	10.1
C[C@H](CO)N1C[C@H](C)[C@@H](CN(C)C(=O)c2ccccc2)OCCCC[C@H](C)Oc2ccc(NC(=O)Nc3ccc(F)cc3)cc2C1=O	3.8	/
C[C@H]1CN([C@@H](C)CO)C(=O)c2cc(C#Cc3ccccc3F)cnc2O[C@@H]1CN(C)S(C)(=O)=O	-0.2	/
Cc1ccc(-c2nn3c(C)nnc3s2)cc1NC(=O)C(C)Oc1ccc(Cl)cc1Cl (stereo unspecified)	0.1	-0.8
O=C(C[C@H]1C[C@@H]2c3cc(NC(=O)NC4CCCC4)ccc3O[C@@H]2[C@@H](CO)O1)NCc1ccccc1F	-0.4	-2.1
Cc1ccc(N(Cc2ccco2)C(=O)c2cccc(S(=O)(=O)N3CCOCC3)c2)cc1	0.4	17.6
O=C(Nc1ccc2c(c1)[C@@H]1C[C@@H](CC(=O)N3CCOCC3)O[C@@H](CO)[C@@H]1O2)Nc1ccccc1F	-2.1	2.0
CC(C)NC(=O)N[C@@H]1CC[C@@H](CC(=O)NCc2ccc(Oc3ccccc3)cc2)O[C@@H]1CO	0.0	-3.5
O=C(Nc1cc(C(F)(F)F)ccc1Cl)C(Cc1ccccc1)N1C(=O)C2C3C=CC(C4CC34)C2C1=O (stereo unspecified)	0.0	-7.3
CNC[C@@H]1Oc2ccc(NC(=O)CCN3CCOCC3)cc2CC(=O)N([C@H](C)CO)C[C@@H]1C	2.7	2.4
COc1ccc(CNC(=O)C[C@H]2C[C@H]3c4cc(NC(=O)CC5CC5)ccc4O[C@H]3[C@@H](CO)O2)cc1	-0.2	-0.9
CCOC(=O)c1c(C)oc2ccc(S(=O)(=O)n3cc(-c4ccc(C)cc4)c(N)n3)cc12	0.1	4.1
Cc1noc(C)c1NC(=O)N[C@H]1C=C[C@H](CC(=O)NCc2ccc(Cl)c(Cl)c2)O[C@@H]1CO	0.3	9.2
C[C@@H](NC(=O)C[C@@H]1C=C[C@H](NC(=O)Cc2ccccn2)[C@H](CO)O1)c1ccccc1	0.0	4.8
C[C@H](CO)N1C[C@H](C)[C@H](CN(C)Cc2ccc3c(c2)OCO3)Oc2ccc(NS(C)(=O)=O)cc2CC1=O	2.7	2.6
CCCN1C[C@@H](C)[C@@H](OC)CN(C)C(=O)c2cc(NS(C)(=O)=O)ccc2OC[C@@H]1C	/	16.3
C[C@H](CO)N1C[C@H](C)[C@H](CN(C)Cc2ccc(C(=O)O)cc2)Oc2cc(/C=C/c3ccccc3)ccc2S1(=O)=O	-9.4	52.1*
C[C@@H]1CCCCO[C@H](CN(C)Cc2ccc(C(=O)O)cc2)[C@@H](C)CN([C@H](C)CO)C(=O)c2cc(NC(=O)C3CCCCC3)ccc2O1	1.0	/
COc1ccc(S(=O)(=O)Nc2ccc3c(c2)C(=O)N([C@@H](C)CO)C[C@H](C)[C@H](CN(C)Cc2ccc(C(F)(F)F)cc2)O3)cc1	-2.3	/
C[C@@H]1CN([C@H](C)CO)C(=O)c2cc(NC(=O)Nc3ccc4c(c3)OCO4)ccc2O[C@@H]1CN(C)Cc1ccc(Oc2ccccc2)cc1	0.2	/
COc1c(C(C)C)cc2c(c1O)[C@]13CC[C@H](OC1=O)C(C)(C)C3CC2 (stereo partly specified)	6.8	/
CCCNC(=O)N[C@@H]1C=C[C@@H](CC(=O)NCCc2ccccc2)O[C@H]1CO	-0.4	-1.2
O=C(N[C@H]1CC[C@@H](CCNS(=O)(=O)c2cccc(Cl)c2)O[C@@H]1CO)c1ccccc1	-0.3	8.3

Retrieved by compound from the list above:
SMILES	IDH1 R132H inh	PRC2 inh
O=C(Nc1cc(C(F)(F)F)ccc1Cl)C(Cc1ccccc1)N1C(=O)C2C3C=CC(C4CC34)C2C1=O (stereo unspecified)	0.0	-7.3
C[C@H](CO)N1C[C@H](C)[C@@H](CN(C)C(=O)c2ccccc2)OCCCC[C@H](C)Oc2ccc(NC(=O)Nc3ccc(F)cc3)cc2C1=O	3.8	/

Additional results.
SMILES	IDH1 R132H inh	PRC2 inh
CC(C)NC(=O)Nc1ccc2c(c1)C(=O)N([C@H](C)CO)C[C@H](C)[C@@H](CN(C)Cc1ccc(C(=O)O)cc1)OCCCC[C@@H](C)O2	2.2	/
COc1cc(OC)cc(-c2nnc(SCC(=O)Nc3sc4c(c3C#N)CCCC4)o2)c1	0.0	67.7*
C[C@@H]1CCCCO[C@@H](CN(C)S(=O)(=O)c2cccs2)[C@@H](C)CN([C@H](C)CO)C(=O)c2cc(NC(=O)Cc3ccccc3)ccc2O1	1.2	/
C[C@H](CO)N1C[C@H](C)[C@H](CN(C)C(=O)Nc2ccc3c(c2)OCO3)Oc2ncc(-c3cncnc3)cc2C1=O	-1.0	-6.9
COc1ccc(S(=O)(=O)Nc2ccc3c(c2)C(=O)N([C@@H](C)CO)C[C@H](C)[C@@H](CN(C)S(C)(=O)=O)OCCCC[C@@H](C)O3)cc1	-2.3	/
C[C@@H]1CCCCO[C@H](CN(C)S(=O)(=O)c2cn(C)cn2)[C@H](C)CN([C@@H](C)CO)C(=O)c2cc(NC(=O)Nc3ccc(F)cc3)ccc2O1	-1.7	/
C[C@@H]1CN([C@@H](C)CO)C(=O)Cc2cc(NS(=O)(=O)c3ccccc3)ccc2O[C@H]1CN(C)CC1CC1	-0.3	-4.1
c1cc(-c2nn[nH]n2)ccc1OCc1nn[nH]n1	0.5	5.2
CCCNC(=O)N(C)C[C@H]1Oc2cc(C#CCOC)ccc2S(=O)(=O)N([C@@H](C)CO)C[C@H]1C	-2.2	-3.6
C[C@H]1CN([C@@H](C)CO)C(=O)c2cc(NC(=O)Nc3ccc(F)cc3)ccc2O[C@@H]1CN(C)Cc1ccc(C(=O)O)cc1	0.3	/
O=C(NO)c1cccc(C(=O)N/N=C/c2ccc(Br)cc2)c1	/	-20.5
C[C@@H]1CN([C@@H](C)CO)C(=O)c2cc(Br)cnc2O[C@@H]1CN(C)C(=O)c1cccnc1	-0.5	-7.3
COc1ccccc1-c1ccc2c(c1)O[C@@H](CN(C)CC1CC1)[C@H](C)CN([C@@H](C)CO)S2(=O)=O	0.6	-6.1
C[C@@H]1CN([C@H](C)CO)C(=O)c2cc(NS(C)(=O)=O)ccc2O[C@@H](C)CCCCO[C@H]1CN(C)C(=O)C1CCCCC1	1.9	3.2
COc1ccc(NC(=O)Nc2ccc3c(c2)CC(=O)N([C@@H](C)CO)C[C@@H](C)[C@H](CN(C)S(=O)(=O)c2c(C)noc2C)O3)cc1	0.6	/
CCC(=O)Nc1ccc2c(c1)OC[C@H](C)N(C(=O)c1ccncc1)C[C@@H](C)[C@H](OC)CN(C)C2=O	0.2	-3.9
COc1ccc(CN(C)C[C@H]2Oc3ccc(NS(C)(=O)=O)cc3C(=O)N([C@H](C)CO)C[C@H]2C)cc1	0.1	/
C[C@H](CO)N1C[C@H](C)[C@H](CN(C)S(=O)(=O)c2ccc(F)cc2)OCCCC[C@H](C)Oc2ccc(NC(=O)c3ccncc3)cc2C1=O	0.6	/
COc1ccccc1CNC(=O)C[C@H]1C=C[C@@H](NC(C)=O)[C@@H](CO)O1	0.4	-4.4
C[C@H](CO)N1C[C@H](C)[C@@H](CN(C)C(=O)Nc2ccccc2F)Oc2ncc(-c3ccc(F)cc3)cc2C1=O	/	6.7
Cc1ccc(S(=O)(=O)N[C@@H]2CC[C@@H](CCNC(=O)c3ccc4c(c3)OCO4)O[C@@H]2CO)cc1	0.0	-3.8
O=C(CSc1nnnn1-c1ccccc1)Nc1cccc(C(=O)O)c1	0.3	0.0
COc1ccc(CN(C)C[C@@H]2Oc3ccc(NS(=O)(=O)c4ccc(F)cc4)cc3C(=O)N([C@@H](C)CO)C[C@H]2C)cc1	0.1	6.8
COc1cc(C2c3c(cc(OC)c(O)c3OC)CC(CO)C2COC2OC(CO)C(O)C(O)C2O)cc(OC)c1O (stereo unspecified)	5.0	100.6*
C[C@@H]1CCCCO[C@@H](CN(C)C(=O)CCCN(C)C)[C@H](C)CN([C@H](C)CO)C(=O)c2cc(NC(=O)Nc3cccc4ccccc34)ccc2O1	-18.1	/

Given with each value named: part of the list above.
C[C@H](CO)N1C[C@H](C)[C@H](CN(C)C(=O)Nc2ccc3c(c2)OCO3)Oc2ncc(-c3cncnc3)cc2C1=O
  IDH1 R132H inh = -1.0
  PRC2 inh = -6.9

COc1ccc(S(=O)(=O)Nc2ccc3c(c2)C(=O)N([C@@H](C)CO)C[C@H](C)[C@@H](CN(C)S(C)(=O)=O)OCCCC[C@@H](C)O3)cc1
  IDH1 R132H inh = -2.3
  PRC2 inh = /

C[C@@H]1CCCCO[C@H](CN(C)S(=O)(=O)c2cn(C)cn2)[C@H](C)CN([C@@H](C)CO)C(=O)c2cc(NC(=O)Nc3ccc(F)cc3)ccc2O1
  IDH1 R132H inh = -1.7
  PRC2 inh = /

C[C@@H]1CN([C@@H](C)CO)C(=O)Cc2cc(NS(=O)(=O)c3ccccc3)ccc2O[C@H]1CN(C)CC1CC1
  IDH1 R132H inh = -0.3
  PRC2 inh = -4.1

Remaining list, next part
SMILES	IDH1 R132H inh	PRC2 inh
COc1cc2nc(SCC(N)=O)n3nc(CCn4c(C)nc5ccccc54)nc3c2cc1OC	0.8	-12.8
COc1cc(Cl)c(C)cc1NC(=O)CSC1=C(C#N)C(c2ccccc2F)CC(=O)N1 (stereo unspecified)	0.0	11.2
C[C@@H]1CN([C@H](C)CO)C(=O)c2cc(-c3ccc(F)cc3)cnc2O[C@H]1CN(C)C(=O)Cc1ccccn1	-1.5	-2.7
CC(=O)N(C)C[C@@H]1Oc2cc(C#CC(C)C)ccc2S(=O)(=O)N([C@H](C)CO)C[C@@H]1C	-0.1	-8.7
C[C@@H]1CN([C@H](C)CO)S(=O)(=O)c2ccc(-c3ccc(C(=O)N(C)C)cc3)cc2O[C@H]1CN(C)C(=O)C1CCC1	/	13.6
O=C(Cc1ccccc1)N[C@@H]1CC[C@H](CC(=O)N2CCOCC2)O[C@@H]1CO	-0.2	13.9
O=C(NCc1ccccc1)C1=C[C@@H](c2ccc3c(c2)OCO3)C[C@@H](OCCCCO)O1	/	0.0&-3.2
COc1ccc(C)cc1NC(=O)CNS(=O)(=O)c1ccc(C)cc1	-0.5	-1.3
CCCc1cn(CC[C@H]2CC[C@H](NC(=O)C3CCCCC3)[C@@H](CO)O2)nn1	0.4	-1.5
C[C@H](CO)N1C[C@H](C)[C@@H](CN(C)C(=O)c2ccccn2)Oc2cc(Br)ccc2S1(=O)=O	/	20.6
Cc1noc(C)c1S(=O)(=O)Nc1ccc2c(c1)C(=O)N([C@H](C)CO)C[C@H](C)[C@@H](CN(C)CC1CC1)O2	1.9	-17.6
C[C@H](CO)N1C[C@H](C)[C@@H](CN(C)C(=O)NC2CCCC2)Oc2ncc(C#CC3CCCCC3)cc2C1=O	-2.8	-12.7
Cc1ccc(S(=O)(=O)Nc2ccc3c(c2)C(=O)N([C@H](C)CO)C[C@@H](C)[C@H](CN(C)Cc2ccc4c(c2)OCO4)OCCCC[C@H](C)O3)cc1	-0.7	/
O=C(CSc1n[nH]c(-c2ccc(Cl)cc2)n1)Nc1cccc(C(F)(F)F)c1	0.3	11.3
C[C@H](CO)N1C[C@H](C)[C@H](CN(C)Cc2ccc(Oc3ccccc3)cc2)Oc2c(NC(=O)Nc3ccc(F)cc3)cccc2C1=O	-3.0	/
C/C=C/c1cnc2c(c1)C(=O)N([C@H](C)CO)C[C@H](C)[C@H](CN(C)C(=O)C1CC1)O2	0.4	1.3
COc1ccc(NC(=O)N(C)C[C@H]2OCc3cnnn3CCCC(=O)N([C@H](C)CO)C[C@@H]2C)cc1	/	-12.0
Cc1cc(Cl)ccc1OCC(=O)Nc1cccc(NC(=O)c2ccccc2C)c1	0.5	21.3
Cc1noc(C)c1S(=O)(=O)Nc1ccc2c(c1)C(=O)N([C@@H](C)CO)C[C@H](C)[C@@H](CN(C)C(=O)Nc1cccc3ccccc13)O2	3.8	/
O=C(C[C@@H]1C[C@@H]2c3cc(NC(=O)Nc4ccccc4F)ccc3O[C@@H]2[C@H](CO)O1)NCc1ccc(Oc2ccccc2)cc1	1.3	-21.7
COCC#Cc1cnc2c(c1)C(=O)N([C@H](C)CO)C[C@@H](C)[C@H](CN(C)C(=O)Nc1ccccc1OC)O2	-7.2	8.2
COc1ccc(-c2ccc3c(c2)O[C@H](CN(C)Cc2ccccc2C(=O)O)[C@H](C)CN([C@@H](C)CO)S3(=O)=O)cc1	0.1	13.1
Cc1noc(C)c1NC(=O)N(C)C[C@@H]1Oc2c(NC(=O)C3CC3)cccc2C(=O)N([C@H](C)CO)C[C@@H]1C	4.1	/
C[C@H]1CN([C@@H](C)CO)C(=O)c2cc(NC(=O)Cn3cnnn3)ccc2O[C@@H]1CN(C)Cc1ccc(-c2ccccc2)cc1	/	-0.8
O=C(N[C@H]1CC[C@H](CC(=O)N2CCc3ccccc3C2)O[C@H]1CO)C1CC1	-0.5	7.1
C[C@@H]1CN([C@@H](C)CO)C(=O)c2cc(NC(=O)c3ccccc3)ccc2O[C@@H](C)CCCCO[C@@H]1CN(C)Cc1ccncc1	/	5.7
C[C@@H]1CN([C@@H](C)CO)C(=O)c2cc(/C=C/c3ccccc3)cnc2O[C@H]1CN(C)C(=O)Nc1ccccc1F	-2.0	/
Cc1cc(C)nc(NS(=O)(=O)c2ccc(-n3c(-c4ccc5ccccc5n4)n[nH]c3=S)cc2)n1	1.9	/
Cc1cc(Nc2cnn(-c3nc4ccccc4o3)c(=O)c2Cl)ccc1Br	0.9	18.9

Bioassay records from PubChem.

A portion of the library, so the mix of outcomes need not match the whole.
